# TcdB inh: TcdB glycohydrolase inhibition | P18177 | TcdB glycohydrolase enzymatic assay, plate reader | inhibition, % at 9.99 µM | 350,000 tested, 0.24% active; in the data active = inhibition above about 10%
# Target sequence (P18177 whole entry, looked up): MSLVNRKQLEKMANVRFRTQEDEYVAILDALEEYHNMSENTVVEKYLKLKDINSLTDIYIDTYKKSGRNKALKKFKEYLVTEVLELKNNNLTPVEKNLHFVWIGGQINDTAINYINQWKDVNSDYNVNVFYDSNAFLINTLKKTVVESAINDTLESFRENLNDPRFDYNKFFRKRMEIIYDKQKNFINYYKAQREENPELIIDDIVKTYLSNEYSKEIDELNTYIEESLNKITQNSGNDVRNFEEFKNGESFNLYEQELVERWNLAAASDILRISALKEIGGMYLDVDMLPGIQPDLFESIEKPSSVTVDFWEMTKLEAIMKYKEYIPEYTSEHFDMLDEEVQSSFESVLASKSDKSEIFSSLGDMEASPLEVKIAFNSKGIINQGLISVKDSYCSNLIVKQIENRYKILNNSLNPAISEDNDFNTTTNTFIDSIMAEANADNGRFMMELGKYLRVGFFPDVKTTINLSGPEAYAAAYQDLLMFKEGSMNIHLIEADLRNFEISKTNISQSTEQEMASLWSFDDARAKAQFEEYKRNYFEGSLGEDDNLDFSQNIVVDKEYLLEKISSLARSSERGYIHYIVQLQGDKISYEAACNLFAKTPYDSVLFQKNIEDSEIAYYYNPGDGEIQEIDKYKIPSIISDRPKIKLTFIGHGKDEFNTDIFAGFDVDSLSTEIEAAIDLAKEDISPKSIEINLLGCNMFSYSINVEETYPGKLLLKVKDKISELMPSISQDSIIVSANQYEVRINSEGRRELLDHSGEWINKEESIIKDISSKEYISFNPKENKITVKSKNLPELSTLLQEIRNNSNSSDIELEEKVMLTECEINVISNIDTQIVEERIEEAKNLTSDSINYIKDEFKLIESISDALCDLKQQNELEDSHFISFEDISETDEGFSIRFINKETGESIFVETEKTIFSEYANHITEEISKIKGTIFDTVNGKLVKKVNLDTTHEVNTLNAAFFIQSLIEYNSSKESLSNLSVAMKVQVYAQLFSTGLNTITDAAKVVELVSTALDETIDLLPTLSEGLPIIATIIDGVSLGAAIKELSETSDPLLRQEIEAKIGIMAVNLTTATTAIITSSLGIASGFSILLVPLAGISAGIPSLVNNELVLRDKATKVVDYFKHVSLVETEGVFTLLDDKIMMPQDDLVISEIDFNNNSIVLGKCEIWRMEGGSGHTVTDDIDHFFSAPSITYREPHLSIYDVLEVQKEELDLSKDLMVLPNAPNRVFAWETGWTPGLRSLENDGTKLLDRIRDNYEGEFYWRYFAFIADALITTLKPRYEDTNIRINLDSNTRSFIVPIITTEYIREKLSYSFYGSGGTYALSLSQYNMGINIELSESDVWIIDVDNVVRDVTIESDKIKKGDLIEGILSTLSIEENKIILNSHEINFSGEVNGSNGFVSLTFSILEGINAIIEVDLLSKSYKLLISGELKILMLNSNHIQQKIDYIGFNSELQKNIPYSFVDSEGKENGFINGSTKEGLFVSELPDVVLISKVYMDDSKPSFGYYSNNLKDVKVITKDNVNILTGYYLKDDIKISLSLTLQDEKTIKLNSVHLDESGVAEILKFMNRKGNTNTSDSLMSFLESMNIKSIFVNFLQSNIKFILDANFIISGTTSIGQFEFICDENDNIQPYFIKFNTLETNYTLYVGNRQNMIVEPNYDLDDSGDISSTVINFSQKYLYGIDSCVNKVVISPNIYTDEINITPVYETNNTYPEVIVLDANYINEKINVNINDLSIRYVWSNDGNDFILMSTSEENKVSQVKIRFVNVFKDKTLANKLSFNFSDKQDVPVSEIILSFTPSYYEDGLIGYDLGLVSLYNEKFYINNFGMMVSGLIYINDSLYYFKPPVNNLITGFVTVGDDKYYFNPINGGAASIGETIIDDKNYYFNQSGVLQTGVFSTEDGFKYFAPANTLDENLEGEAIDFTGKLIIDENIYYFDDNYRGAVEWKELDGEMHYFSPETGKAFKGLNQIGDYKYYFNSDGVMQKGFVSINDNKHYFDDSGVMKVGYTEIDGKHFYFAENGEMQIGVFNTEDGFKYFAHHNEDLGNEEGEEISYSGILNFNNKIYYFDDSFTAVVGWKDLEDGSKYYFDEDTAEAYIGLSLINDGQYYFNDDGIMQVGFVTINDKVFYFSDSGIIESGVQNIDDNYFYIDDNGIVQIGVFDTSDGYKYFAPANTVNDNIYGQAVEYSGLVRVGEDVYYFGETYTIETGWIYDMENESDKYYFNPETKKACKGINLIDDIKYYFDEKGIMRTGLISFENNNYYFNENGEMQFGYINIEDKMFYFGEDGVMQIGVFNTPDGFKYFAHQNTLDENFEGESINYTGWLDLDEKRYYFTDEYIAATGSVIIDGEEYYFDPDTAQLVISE
# An asterisk follows results filed as active. Only part of the results is shown; rates above refer to the full screens.
SMILES,TcdB inh
C[C@H]1CN([C@@H](C)CO)C(=O)c2cc(NC(=O)Nc3ccccc3)ccc2O[C@H]1CN(C)Cc1ccc(-c2ccccc2)cc1,1.3
COc1ccccc1CNC(=O)C[C@H]1C[C@H]2c3cc(NC(=O)c4ccc5c(c4)OCO5)ccc3O[C@H]2[C@@H](CO)O1,1.2
C[C@H](CO)N1C[C@H](C)[C@@H](CN(C)C(=O)Nc2ccc3c(c2)OCO3)Oc2ccc(NS(C)(=O)=O)cc2C1=O,-13
Cc1ccc(S(=O)(=O)Nc2ccc3c(c2)C(=O)N([C@@H](C)CO)C[C@@H](C)[C@H](CN(C)CC2CCCCC2)OCCCC[C@@H](C)O3)cc1,0.5
CCC(=O)N(C)C[C@@H]1Oc2ncc(C#CC3(O)CCCC3)cc2C(=O)N([C@@H](C)CO)C[C@@H]1C,0.4
COc1ccc(S(=O)(=O)N(C)C[C@@H]2Oc3ccc(NS(=O)(=O)c4ccccc4)cc3CC(=O)N([C@@H](C)CO)C[C@@H]2C)cc1,1.0
C[C@H](CO)N1C[C@H](C)[C@@H](CN(C)S(=O)(=O)c2ccc(F)cc2)Oc2ccc(NC(=O)NC3CCCCC3)cc2CC1=O,0.0
CCCN(C)C[C@@H]1OCCCC[C@@H](C)Oc2ccc(NS(=O)(=O)c3ccc(Cl)cc3)cc2C(=O)N([C@@H](C)CO)C[C@@H]1C,0.8
CNC[C@@H]1OCCCC[C@@H](C)Oc2ccc(NC(=O)Nc3ccccc3)cc2C(=O)N([C@H](C)CO)C[C@H]1C,1.3
CC(C)NC(=O)Nc1ccc2c(c1)C(=O)N([C@@H](C)CO)C[C@H](C)[C@@H](CN(C)S(C)(=O)=O)OCCCC[C@H](C)O2,-2.6
COCC#Cc1cnc2c(c1)C(=O)N([C@H](C)CO)C[C@@H](C)[C@H](CN(C)S(=O)(=O)c1cccc(OC)c1)O2,-0.6
CC(C)NC(=O)N[C@H]1CC[C@@H](CC(=O)NCCN2CCCC2)O[C@H]1CO,0.3
CCCNC(=O)N(C)C[C@H]1Oc2cc(C#C[C@@H](C)O)ccc2S(=O)(=O)N([C@H](C)CO)C[C@H]1C,1.3
C[C@H](CO)N1C[C@H](C)[C@@H](CN(C)Cc2ccc(C(=O)Nc3ccccc3N)cc2)Oc2ccc(NC(=O)Nc3ccc4c(c3)OCO4)cc2CC1=O,-0.4
CN1c2ccc(-c3cccc(F)c3)cc2[C@@H]2[C@@H](CCN2C(=O)CC2CC2)[C@@H]1CO,-0.7

# Fetched by compound from the entries so far (seven):
SMILES,TcdB inh
COCC#Cc1cnc2c(c1)C(=O)N([C@H](C)CO)C[C@@H](C)[C@H](CN(C)S(=O)(=O)c1cccc(OC)c1)O2,-0.6
CCC(=O)N(C)C[C@@H]1Oc2ncc(C#CC3(O)CCCC3)cc2C(=O)N([C@@H](C)CO)C[C@@H]1C,0.4
C[C@H](CO)N1C[C@H](C)[C@@H](CN(C)C(=O)Nc2ccc3c(c2)OCO3)Oc2ccc(NS(C)(=O)=O)cc2C1=O,-13
COc1ccc(S(=O)(=O)N(C)C[C@@H]2Oc3ccc(NS(=O)(=O)c4ccccc4)cc3CC(=O)N([C@@H](C)CO)C[C@@H]2C)cc1,1.0
C[C@H](CO)N1C[C@H](C)[C@@H](CN(C)Cc2ccc(C(=O)Nc3ccccc3N)cc2)Oc2ccc(NC(=O)Nc3ccc4c(c3)OCO4)cc2CC1=O,-0.4
CC(C)NC(=O)Nc1ccc2c(c1)C(=O)N([C@@H](C)CO)C[C@H](C)[C@@H](CN(C)S(C)(=O)=O)OCCCC[C@H](C)O2,-2.6
COc1ccccc1CNC(=O)C[C@H]1C[C@H]2c3cc(NC(=O)c4ccc5c(c4)OCO5)ccc3O[C@H]2[C@@H](CO)O1,1.2

# Other structures follow.
SMILES,TcdB inh
Cc1noc(C)c1NC(=O)N(C)C[C@@H]1Oc2c(NS(=O)(=O)c3ccc(Cl)cc3)cccc2C(=O)N([C@H](C)CO)C[C@@H]1C,0.8
COc1ccc(C#Cc2ccc3c(c2)[C@@H]2[C@@H](CCN2C(=O)C2CCC2)[C@H](CO)N3)cc1,0.0
CC(=O)N(C)C[C@H]1Oc2ncc(-c3cccnc3)cc2C(=O)N([C@H](C)CO)C[C@@H]1C,0.2
O=C1CCCc2cnnn2COC[C@@H](c2ccccc2)N1,-1.6
C[C@@H]1CN([C@@H](C)CO)C(=O)c2cccc(NC(=O)Nc3cccc4ccccc34)c2O[C@H]1CN(C)C(=O)Nc1ccccc1,-18
C[C@H](CO)N1C[C@H](C)[C@@H](CN(C)Cc2ccncc2)Oc2ccc(NC(=O)NC3CCCCC3)cc2CC1=O,-1.0
COc1ccc(C#Cc2ccc([C@H]3[C@@H](CO)N4CCCCN(C(=O)Cc5ccccc5)C[C@@H]34)cc2)cc1,0.2
CC(C)NC(=O)N(C)C[C@@H]1Oc2cc(C#CC3CC3)ccc2S(=O)(=O)N([C@H](C)CO)C[C@H]1C,0.0
COC(=O)C[C@H]1CC[C@H]2[C@@H](COc3ccc(NC(=O)c4ccccc4OC)cc3C(=O)N2C)O1,-0.2
COc1ccc(NC(=O)N2CC(=O)N3[C@@H](CO)[C@@H](c4ccc(C#CCC5CCCC5)cc4)[C@@H]3C2)cc1,-0.4
CN1c2ccc(-c3ccccc3)cc2[C@@H]2[C@@H](CCN2S(=O)(=O)c2ccccc2F)[C@@H]1CO,0.0
C[C@H]1CN([C@@H](C)CO)C(=O)c2cc(/C=C/c3ccccc3)cnc2O[C@@H]1CN(C)C(=O)c1ccc(F)cc1,0.4
CCNC(=O)Nc1ccc2c(c1)C(=O)N(C)[C@@H]1CC[C@H](CC(=O)NCc3ccc(F)cc3)O[C@H]1CO2,0.6
COCCOC(=O)N1C(=O)[C@@]2(c3ccccc31)[C@H](c1ccccc1OCCO)N1[C@H](c3ccccc3)[C@H](c3ccccc3)OC(=O)[C@H]1[C@@H]2C(N)=O,0.0
C[C@H]1CN([C@@H](C)CO)C(=O)c2cc(-c3cncnc3)cnc2O[C@H]1CN(C)CC1CCOCC1,-0.1
C[C@H]1CCCCO[C@H](CN(C)Cc2ccc3c(c2)OCO3)[C@@H](C)CN([C@@H](C)CO)C(=O)c2cc(NC(=O)c3ccccc3)ccc2O1,0.4
CN(C)C(=O)c1cccc(-c2ccccc2[C@@H]2[C@H](C#N)N(C(=O)C3CC3)[C@H]2CO)c1,0.0
CCS(=O)(=O)N1[C@H](CO)[C@@H](c2ccccc2)C12CN(C(=O)c1ccccc1F)C2,-0.1
CCCC(=O)Nc1ccc2c(c1)C(=O)N(C)C[C@H](OC)[C@H](C)CN(C(=O)c1cnccn1)[C@@H](C)CO2,-0.4
O=C(C[C@@H]1CC[C@@H]2[C@H](COC[C@@H](O)CN2C(=O)Nc2ccc(F)cc2)O1)NC1Cc2ccccc2C1,0.8
O=C(CC1CC1)Nc1ccc2c(c1)[C@@H]1C[C@H](CC(=O)NC3CCCCC3)O[C@@H](CO)[C@@H]1O2,0.4
O=C(N[C@@H]1CC[C@@H](CC(=O)N2CCN(c3ccccc3)CC2)O[C@H]1CO)c1ccncc1,0.0
CC(C)NC(=O)N(C)C[C@@H]1OCCCC[C@H](C)Oc2ccc(NC(=O)CCCN(C)C)cc2C(=O)N([C@@H](C)CO)C[C@H]1C,0.9
CCCN1[C@@H]2c3ccc(C4=CCCCC4)c(=O)n3C[C@H]1[C@H](CO)[C@H]2C(=O)NCCc1ccncc1,-0.1
C[C@@H]1CN([C@@H](C)CO)C(=O)c2cc(-c3cccc(C#N)c3)cnc2O[C@@H]1CN(C)Cc1ccc(F)cc1,0.3
C[C@@H]1CN([C@@H](C)CO)C(=O)c2cccc(NC(=O)c3nc4ccccc4s3)c2O[C@@H]1CN(C)Cc1ccccc1,-0.6
O=C(NC[C@H]1[C@@H](c2ccccc2)[C@@H](CO)N1Cc1ccccn1)NC1CCCC1,0.0
COCC(=O)Nc1ccc2c(c1)[C@@H]1C[C@@H](CC(=O)N3CCOCC3)O[C@@H](CO)[C@@H]1O2,-3.8
Cc1ccc(S(=O)(=O)N(C)C[C@H]2Oc3ccc(NS(=O)(=O)c4ccc(F)cc4)cc3CC(=O)N([C@@H](C)CO)C[C@@H]2C)cc1,0.3
COc1ccc(S(=O)(=O)N(C)C[C@@H]2Oc3ccc(NC(=O)CCN4CCOCC4)cc3CC(=O)N([C@H](C)CO)C[C@@H]2C)cc1,-2.7
CC=Cc1ccc2n(c1=O)C[C@@H]1[C@@H](CO)[C@H](C(=O)NCC3CC3)[C@H]2N1Cc1ccccc1 (mixture of isomers),0.0
COc1ccc(NC(=O)N2CC(=O)N3[C@H](CO)[C@H](c4ccc(Br)cc4)[C@H]3C2)cc1,-0.5
C[C@@H]1CN([C@H](C)CO)C(=O)c2cccc(NC(=O)c3nc4ccccc4s3)c2O[C@H]1CN(C)S(=O)(=O)c1ccc(F)cc1,-0.6
CCC(=O)N1CC2(C1)[C@@H](c1ccc(-c3cccc(OC)c3)cc1)[C@@H](CO)N2C(C)=O,0.5
C[C@@H]1CCCCO[C@@H](CN(C)Cc2ccncc2)[C@H](C)CN([C@H](C)CO)C(=O)c2cc(NC(=O)C3CCCCC3)ccc2O1,0.5
O=C(Nc1ccc2c(c1)[C@H]1C[C@H](CC(=O)N3CCOCC3)O[C@H](CO)[C@H]1O2)C1CCOCC1,-0.8
Cc1noc(C)c1NC(=O)Nc1ccc2c(c1)C(=O)N([C@H](C)CO)C[C@@H](C)[C@H](CN(C)C(=O)NC1CCCCC1)O2,0.3
O=C(Nc1cccc(F)c1)N1C[C@@H]2[C@H](c3ccccc31)[C@H](CO)N2C(=O)Cc1ccccn1,0.2
C[C@@H]1CN([C@H](C)CO)C(=O)c2cc(NC(=O)Cc3ccccc3)ccc2O[C@@H]1CN(C)S(=O)(=O)c1cccs1,-1.6
O=C(Nc1ccccc1F)N1CCCCN2[C@@H](CO)[C@@H](c3ccc(C#Cc4cccnc4)cc3)[C@@H]2C1,0.6
COCC(=O)N(C)C[C@H]1Oc2cc(C#CC(C)(C)O)ccc2S(=O)(=O)N([C@H](C)CO)C[C@@H]1C,1.8
CO[C@H]1CN(C)C(=O)c2ccc(NC(=O)c3nc4ccccc4s3)cc2OC[C@H](C)NC[C@@H]1C,0.8
O=C(C[C@@H]1CC[C@@H]2[C@H](COC[C@H](O)CN2C(=O)c2ccccc2F)O1)NCc1ccc(-c2ccccc2)cc1,-1.1
C[C@H]1CCCCO[C@@H](CN(C)C(=O)Cc2ccccc2)[C@@H](C)CN([C@@H](C)CO)C(=O)c2cc(NS(=O)(=O)c3ccc(Cl)cc3)ccc2O1,-0.6
C[C@@H]1CN([C@H](C)CO)C(=O)c2cc(NC(=O)CCCCCC(=O)Nc3ccccc3N)ccc2O[C@@H]1CN(C)S(=O)(=O)c1ccccc1,0.1
C[C@@H]1CCCCO[C@H](CN(C)Cc2ccc(Cl)c(Cl)c2)[C@@H](C)CN([C@@H](C)CO)C(=O)c2cc(NC(=O)Nc3ccc4c(c3)OCO4)ccc2O1,-0.7
CCC(=O)N1[C@H](CN(C(C)C)S(C)(=O)=O)[C@H](c2ccccc2)[C@@H]1CO,-0.5
COc1ccc(CN(C)C[C@@H]2Oc3ccc(NS(=O)(=O)c4ccccc4)cc3CC(=O)N([C@H](C)CO)C[C@H]2C)cc1,-9.8
C[C@@H]1CN([C@@H](C)CO)S(=O)(=O)c2ccc(C#CCN(C)C)cc2O[C@H]1CN(C)S(C)(=O)=O,0.8
Cc1ccc(S(=O)(=O)N(C)C[C@@H]2OCCCC[C@H](C)Oc3ccc(NS(=O)(=O)c4c(C)noc4C)cc3C(=O)N([C@@H](C)CO)C[C@@H]2C)cc1,-0.1
CCCC(=O)N1CC2(CCN(Cc3nccs3)CC2)c2c([nH]c3cc(OC)ccc23)[C@H]1CO,1.1
C[C@@H]1CN([C@@H](C)CO)C(=O)c2cccc(NC(=O)C3CCCCC3)c2O[C@@H]1CN(C)C(=O)Nc1ccc2c(c1)OCO2,-0.3
CCCC#Cc1ccc2c(c1)O[C@@H](CN(C)C(=O)Nc1ccc(OC)cc1)[C@@H](C)CN([C@H](C)CO)S2(=O)=O,0.5
CO[C@H]1CC[C@H]2CCN(C)C(=O)CCCN(C)C(=O)c3cccc(C#N)c3OC[C@@H]1O2,-1.1
CN(C)CC(=O)N[C@@H]1CC[C@@H](CCn2cc(C3CCCC3)nn2)O[C@H]1CO,-0.7
CC=Cc1ccc2n(c1=O)C[C@H]1[C@H](CO)[C@@H](C(=O)NC3Cc4ccccc4C3)N(CC3CCCC3)[C@@H]21 (mixture of isomers),-0.7
CC=Cc1ccc2n(c1=O)C[C@H]1[C@H](CO)[C@@H](C(=O)N[C@H](C)c3ccccc3)[C@@H]2N1CC (mixture of isomers),0.3
CN(C)CC(=O)N[C@H]1C=C[C@@H](CC(=O)NCCN2CCCCC2)O[C@H]1CO,0.6
C[C@H]1CN([C@@H](C)CO)C(=O)c2cc(C#CC3CC3)cnc2O[C@H]1CN(C)Cc1ccccn1,-0.5
CO[C@@H]1CN(C)C(=O)c2ccc(NS(C)(=O)=O)cc2OC[C@H](C)NC[C@H]1C,-0.4
# (cont.)
SMILES,TcdB inh
C[C@H](CO)N1C[C@H](C)[C@@H](CN(C)S(=O)(=O)c2cccs2)Oc2ccc(NC(=O)Cc3cn(C)c4ccccc34)cc2C1=O,0.1
O=C(Nc1ccc(F)cc1)N[C@@H]1CC[C@@H](CCNS(=O)(=O)c2ccccc2F)O[C@@H]1CO,0.4
C[C@H](CO)N1C[C@H](C)[C@@H](CN(C)C(=O)Nc2ccc3c(c2)OCO3)Oc2ccc(NC(=O)Nc3ccc(F)cc3)cc2CC1=O,1.7
C[C@H](CO)N1C[C@H](C)[C@H](CN(C)C(=O)Nc2ccc3c(c2)OCO3)Oc2cc(C3=CCCCC3)ccc2S1(=O)=O,1.7

# Assay outcomes as filed in PubChem.
